# Screening data deposited in PubChem by ICCB-Longwood Screening Facility, Harvard Medical School.
# Polio RdRp inh – inhibitors of poliovirus RNA polymerase binding and polymerization. poliovirus polymerase elongation, fluorescence polarization; hits give low values. % elongation, % (compound at 16.7 µg/mL). hit rate 0.66% among 150,000; in the data active = % elongation below about 90%; also: some results filed as inactive read as strong as hits
# Target sequence (P03300 1749-2209 limits assumed): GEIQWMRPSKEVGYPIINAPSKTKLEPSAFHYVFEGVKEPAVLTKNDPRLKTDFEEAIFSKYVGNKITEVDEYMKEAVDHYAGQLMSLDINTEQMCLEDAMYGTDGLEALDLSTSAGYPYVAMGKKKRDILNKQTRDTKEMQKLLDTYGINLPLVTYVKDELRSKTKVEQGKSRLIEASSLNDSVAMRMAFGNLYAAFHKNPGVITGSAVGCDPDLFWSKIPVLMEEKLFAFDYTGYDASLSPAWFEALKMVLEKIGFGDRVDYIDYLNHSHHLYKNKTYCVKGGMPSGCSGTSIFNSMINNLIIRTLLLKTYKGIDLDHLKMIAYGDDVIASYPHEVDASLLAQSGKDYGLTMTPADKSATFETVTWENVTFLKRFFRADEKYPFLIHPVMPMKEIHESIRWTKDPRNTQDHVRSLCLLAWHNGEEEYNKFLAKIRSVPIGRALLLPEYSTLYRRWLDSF
# Polio RdRp inh FP z-score – second read-out of Polio RdRp inh, no call of its own (marks repeat the call); z-score; measured here: FP z-score; hits read low
# Starred values were filed as active, the others as inactive; & = joins results of further samples.
SMILES	Polio RdRp inh	Polio RdRp inh FP z-score
COC(=O)/C=C/c1ccc(C(=O)NCC(=O)N[C@@H](CCC(=O)OC)C(=O)N[C@@H](CC(C)C)C(N)=O)cc1	105.0&104.0	1.3&0.9
CCc1nnc(NC(=O)c2sc3nc4c(cc3c2N)CCCC4)s1	100.0	-0.5
O=C(Nc1nc2c(s1)CN(Cc1ccccc1)CC2)C1CCCCC1	103.0	0.4
COc1cc2c(cc1OC)C(c1ccccc1NC(=O)c1cccc(Cl)c1)=NCC2	104.0	-0.1
COC(=O)c1ccccc1NC(=O)COc1nc2ccccc2nc1N1CCOCC1	102.0	0.5
c1ccc(CSC2=NCN(Cc3ccccc3)CN2)cc1	103.0	0
O=C1Nc2ccccc2-c2ccccc2N1	101.0	0.1
CC(c1ccccc1)n1c(CCc2ccc(O)cc2)n[nH]c1=S (stereo unspecified)	105.0	0
Cc1ccccc1/C=C1\Sc2ccccc2N(CC(=O)NC(C)c2ccccc2)C1=O (stereo unspecified)	101.0	-0.3
CCC(C)NC(=O)CSc1nc2n[nH]c(C)c2c(=N)n1-c1ccc(Br)cc1 (stereo unspecified)	102.0	0
COc1ccc(CCNC(=O)CSc2nc(N3CCOCC3)nc(N3CCOCC3)n2)cc1OC	100.0	-0.8
CN(Cc1cccnc1)C(=O)CNS(=O)(=O)c1ccccc1C#N	100.0	-0.4
O=C(O)C1CCN(c2ncccn2)CC1	104.0	0.8
COc1ccc(C(=O)CCN2CCOCC2)cc1	103.0	0
COc1ccc(N(Cc2cccs2)C(=O)Nc2cccc(Cl)c2)cc1	105.0	-0.1
Cc1ccc(-n2cnc3cc(NCc4ccco4)ccc32)cc1	100.0	-0.2
Cc1ccc(C)c(NC(=O)NCc2ccc3c(c2)CCN3C(=O)c2ccccc2)c1	108.0	0.3
Cc1ccc(Cl)cc1-n1nnc(-c2nsc(NC(=O)c3ccccc3Cl)n2)c1C	106.0	0
CCCNC(=O)c1cc(N(C)S(=O)(=O)c2ccccc2)ccn1	107.0	2.2
CCOc1ccc(N2CC(c3nc4ccccc4n3CCCOc3ccc(OC)cc3)CC2=O)cc1 (stereo unspecified)	107.0	0
O=C1C=C(Cc2ccc(F)cc2)C(=O)c2ccccc21	99.0	-0.2
Brc1cccc(-c2nnc3sc(CNC4CCCC4)cn23)c1	100.0	-0.3
CC1C(=O)CC(c2ccco2)NC1c1ccco1 (stereo unspecified)	102.0	0
COc1cc(NC(=O)N2CCN(c3cc(-c4noc(C)n4)ccc3C)CC2)cc(OC)c1OC	105.0	-0.6
CCOc1ccc(NC(=O)N(Cc2c[nH]c3ccccc23)C2CCCCC2)cc1	110.0	0.6
CC(C)c1nnc(NC(=O)C2c3ccccc3Oc3ccccc32)s1	93.0	-2.2
COc1cccc(C(=O)NC(NCC2CCCO2)(C(F)(F)F)C(F)(F)F)c1 (stereo unspecified)	103.0	0.2
COc1ccccc1CNC(=O)CCC1N=C2c3ccccc3N=C(SCC(=O)Nc3ccc(F)cc3)N2C1=O (stereo unspecified)	105.0	-0.5
Cc1nn(CC(=O)NC(C)c2ccccc2)c(=O)c2cc3occc3n12 (stereo unspecified)	102.0	-0.7
CCCOc1ccc(C(=O)N(CC(N)=O)C(C)C)cc1	101.0	-0.4
COC(=O)c1sc(S(=O)(=O)NCc2ccccc2)c(C(=O)OC)c1C	101.0	0.2
CNCCCc1cc(C)ccc1O	103.0	0.2
CCOc1ccc(N2C(=O)CC(SCc3nc4ccccc4[nH]3)C2=O)cc1 (stereo unspecified)	100.0	-0.1
CC(C)c1cc(NC2CCCCC2)n2c(nc3ccccc32)c1C#N	105.0	0.7
CCN1C(=O)C2(c3ccccc31)c1c(oc3ccccc3c1=O)C(=O)N2CCOC (stereo unspecified)	117.0	2.8
Cn1cnc(S(=O)(=O)N2CCCC(C(=O)Nc3ccc(OC(F)(F)F)cc3)C2)c1 (stereo unspecified)	106.0	-0.1
COc1ccc(-c2cc(-c3nnc(CSc4nnc(-c5ccncc5)n4C)o3)c3ccccc3n2)cc1OC	98.0	-0.4
O=C(Nc1c(C(=O)N2CCOCC2)oc2ccccc12)c1cccs1	102.0	0.9
NC(=O)Cn1cnc2c(cnn2CCO)c1=O	104.0	0.2
O=C(Cn1cc2c(n1)CCCC2)Nc1cccc(C(F)(F)F)c1	102.0	0
O=C(CNc1ccc(C(F)(F)F)cc1)N1CCc2ccccc21	103.0	0.1
CCc1cccc(C)c1NC(=O)Cn1cnc2c1c(=O)n(C)c(=O)n2C	106.0	0.7
CCOC(=O)c1ccccc1NC(=O)N1CCC(CN2CCCC2)CC1	104.0	0.3
Cc1nc(N2CCCC2)ncc1C(=O)N1CCN(c2ccccc2F)CC1	108.0	0.4
Cc1cccc(-n2c(CSc3nc4ccccc4[nH]3)nc3ccccc3c2=O)c1C	106.0	0.4
c1ccc(-c2nc(CSc3nnc4n3CCCCC4)cs2)cc1	99.0	-0.9
COC(=O)C(O)(CC(=O)Nc1cccc(SC)c1)C(F)(F)F (stereo unspecified)	98.0	-0.5
Cn1nnnc1NC(=O)c1ccccc1	102.0	0.3
Fc1ccccc1CNC1CN2CCC1CC2 (stereo unspecified)	99.0	-0.6
Cc1ccc(/C(C#N)=C\c2cccs2)cc1	105.0	0.8
CN=c1scc(C)n1/N=C/c1c[nH]c2ccc(Br)cc12	102.0	0.1
CSc1ccc(S(=O)(=O)N2CCC(C(=O)NCCN3CCOCC3)CC2)cc1	101.0	-0.6
Cc1ccc2cc3cc(C(=O)NCCCN4CCCC4)oc3nc2c1	100.0	-1
Nc1oc2c(CN3CCCCCC3)c(O)ccc2c(=O)c1-c1nc2ccccc2s1	103.0	0.4
Cc1nn(-c2ccccc2)c(Cl)c1C(=O)N1CCN(C)CC1	104.0	0.9
CC(=NCc1ccc(C#N)cc1)c1c(C)cc(C)cc1O	100.0	-0.2
CC1CCCC(C)N1C(=S)SCC(=O)O (stereo unspecified)	105.0	0.3
CN(C)CCN(C(=O)CN1C(=O)c2ccccc2C1=O)c1nc2c(F)cc(F)cc2s1	100.0	-0.5
CC(C)OC(=O)CN1CCN(S(=O)(=O)c2ccc(C(C)C)cc2)CC1	104.0	0.8
O=C(NCc1ccccc1)N(Cc1nc2ccccc2c(=O)[nH]1)C1CCCC1	101.0	-0.4

# (further entries)
SMILES	Polio RdRp inh	Polio RdRp inh FP z-score
CCc1ccccc1NC(=O)CN1CCN(C(=O)C2CCCN2S(=O)(=O)c2ccc(C)cc2)CC1 (stereo unspecified)	104.0	0.2
CCOC(=O)c1cccnc1SCC(=O)NC(C)CC (stereo unspecified)	102.0	0.1
Cc1noc(C)c1S(=O)(=O)Nc1ccc(C(=O)Nc2ccc(Br)cc2)cc1	103.0	-1.3
CCNC(=S)NCC1CC1	106.0	0.5
CCc1ccc(C(=O)c2cn(CC(=O)Nc3ccc4c(c3)OCCO4)c3ccc(CC)cc3c2=O)cc1	102.0	-1.2
CC(C)NC(=O)Nc1ccc2c(c1)N(C)C(=O)c1ccccc1S2	114.0	1.4
CCOC(=O)C1=C(CSc2n[nH]c(N)n2)NC(=O)NC1C (stereo unspecified)	99.0	-0.2
Nc1c(C(=O)Nc2ccc(F)cc2)sc2nc(-c3cccs3)cc(C(F)(F)F)c12	84.0	-3.5
O/N=C/c1c(F)c(F)c(F)c(F)c1F	106.0	0.4
c1cc(-c2nc3ccccc3s2)nc(-c2nc3ccccc3s2)c1	100.0	-0.4
CCOC(=O)C1CCN(c2ncnc3c2cnn3-c2cccc(C)c2)CC1	103.0	0.9
CNC(=O)C1Cc2cc(S(=O)(=O)N3CCCC3)ccc2N1C(C)=O (stereo unspecified)	99.0	-1.3
CCNC(=O)CC1C(=O)N(c2ccc(F)cc2)C(=O)N1CCOC (stereo unspecified)	103.0	-0.2
COc1ccc(CCNCc2c(C(=O)O)c(C)n(Cc3ccccc3C)c2C)c(OC)c1	109.0	0
CCc1cccc(C)c1NS(=O)(=O)c1cc2[nH]c(=O)c(=O)[nH]c2cc1C	102.0	-1
CCOC(=O)COc1ccccc1C1C(C(=O)OC)=C(C)NC2=C1C(=O)c1ccccc12 (stereo unspecified)	108.0	-0.4
Cc1csc2ncc(C(=O)N3c4ccccc4CC3C)c(=O)n12 (stereo unspecified)	102.0	0
CCCCNC(=O)c1cc(-c2ccc(Cl)c(Cl)c2)on1	107.0	0.6
Cc1ccc(CNC(=S)NN(C)C)cc1	103.0	-0.1
Cc1ccc(OCc2ccc(C(=O)Nc3nccs3)o2)cc1C	104.0	0.8
O=C(NCC(c1cccnc1)N1CCOCC1)c1ccc2c(c1)OCO2 (stereo unspecified)	102.0	0.5
Cc1nnc(-c2cccc(S(=O)(=O)NCCc3ccccc3)c2)o1	100.0	-0.2
O=C1CC(c2ccco2)CC2=C1C1c3ccccc3C(=O)N1c1ccccc1N2 (stereo unspecified)	100.0	-0.6
CC(=O)NCc1ccc(C(=O)CSc2nc3cc(Cl)ccc3s2)o1	116.0	1.7
COc1cccc(CN(C(=O)c2ccccc2)C2CCS(=O)(=O)C2)c1 (stereo unspecified)	103.0	0.2
CC1(CO)COC(COc2ccccc2)=N1 (stereo unspecified)	101.0	-0.1
Cn1c2c(c(=O)n(C)c1=O)C(C(=O)Nc1ccc(Cl)c(Cl)c1)CC(=O)N2 (stereo unspecified)	102.0	0
COC(=O)c1c(C)oc(C)c1S(=O)(=O)NCc1ccco1	98.0	-0.8
CCCOC(=O)C1=C(C)OC23OC(N)=C(C#N)C12C(=O)c1ccccc13 (stereo unspecified)	106.0	1
Cc1ccc(NC(=O)Cn2nc(-c3ccc(Cl)cc3)c3ccccc3c2=O)cc1	106.0	-0.8
Cc1ccc(NCC(O)CN2c3ccccc3Sc3ccccc32)c(C)c1 (stereo unspecified)	104.0	0.7
O=S(=O)(Nc1ccc(-c2ccc(N3CCCC3)nn2)cc1)c1ccc(Br)cc1	108.0	0.5
Cc1ccc(CNc2nc3ccc(C)cc3n3nnnc23)cc1	106.0	0.1
CC(C)CN(CC(C)C)CN1C(=O)c2ccccc2C1=O	103.0	0.2
Cc1ccc2c(CC(=O)Nc3cc(C(F)(F)F)ccc3Cl)coc2c1C	117.0	0.1
Cc1ccc(S(=O)(=O)N(CC(=O)NCCc2ccc(Cl)cc2)c2ccccc2C)cc1	103.0	-0.2
CCn1cc(C(=O)O)c(=O)c2cc(F)c(N3CCN(C)CC3)cc21	104.0&99.0	0.5&0
N#CC1=C(N)SC(N)=C(C#N)C1c1ccncc1	108.0	0.5
Cc1ccc(Cl)cc1N1CCN(CCCNc2nn3nnnc3c3ccccc23)CC1	101.0	0
CCOC(=O)C(Cc1ccccc1)NC(=O)CCc1c(C)nc2nc(C)nn2c1C (stereo unspecified)	110.0	0.9
Cc1ccc(/C=C(\C#N)C(=O)NCCc2ccccc2)o1	128.0	2.2
O=C(Nc1nc2c(F)cccc2s1)c1ccc(S(=O)(=O)N2CCCc3ccccc32)cc1	108.0	0.2
CCN1CCN(C(=O)Cn2ncc3c4ccccc4n(Cc4c(C)cc(C)cc4C)c3c2=O)CC1	102.0	-0.8
CCN1C(=O)C2(C(C#N)=C(N)SC(N)=C2C#N)c2ccccc21	101.0	-0.1
COc1ccc(C(CN)N2CCOCC2)cc1 (stereo unspecified)	104.0	0.6
CN(C)S(=O)(=O)c1cccc(C(=O)OCC(=O)N2N=C3/C(=C/c4ccco4)CCCC3C2c2ccco2)c1 (stereo unspecified)	103.0	-0.1
CCc1ccc(N=C2NC(=O)CC(C(=O)Nc3ccc(OC)cc3)S2)cc1 (stereo unspecified)	107.0	0.5
Cc1cc(OCC(=O)Nc2cccnc2)c(C)cc1Br	102.0	1.1
COc1ccc(/C=C2\Sc3ccc(C(=O)N4CCOCC4)cc3N(C)C2=O)cc1OC	101.0	-0.6
CCC(Cn1nnc2ccccc2c1=O)NC(=O)Nc1cc(C)cc(C)c1 (stereo unspecified)	102.0	-1.1
CCOC(=O)Nc1ccc2c(CNCCCN3CCOCC3)cc(=O)oc2c1	101.0	-0.4
CCN1C(=O)CCC(C(=O)O)C1c1ccc(OC)cc1 (stereo unspecified)	103.0	0
c1ccc2c(c1)CCCc1cc(NCCN3CCOCC3)nnc1-2	100.0	0.1
COc1ccc(-c2nc(C(N)=O)c3c(n2)n(-c2ccccc2OC)c(=O)n3C)c(OC)c1	114.0	1.8
Cc1cc(N2CCOCC2)nc(=S)[nH]1	102.0	0
N#CC1=C2N3CCCCCC3=NN2C(=O)NC1(c1ccccc1)C(F)(F)F (stereo unspecified)	104.0	0.3
C=CCn1c(COc2ccccc2)n[nH]c1=S	104.0	0.2
COc1cc(S(=O)(=O)Nc2ccccn2)ccc1Cl	105.0	0.8
CC1CCCN(C(=O)C(C)Nc2cc(Cl)ccc2N2CCOCC2)C1 (stereo unspecified)	108.0	0.6
Cc1cc(O)c(C=Nc2ccccc2)c(=O)o1	91.0	-0.8
CC(C)(C)C(=O)c1sc2nc(-c3cccs3)cc(C(F)(F)F)c2c1N	45.0	-5.6
Cc1ccc(/C=N/NC(=S)NC2CCCCC2)o1	103.0	0
Cc1nc2ccc(NC(=O)C3CCCC3)cc2s1	105.0	0.2

# Part of the list above, reformatted.
> N#CC1=C2N3CCCCCC3=NN2C(=O)NC1(c1ccccc1)C(F)(F)F (stereo unspecified)
  Polio RdRp inh = 104.0; Polio RdRp inh FP z-score = 0.3

> C=CCn1c(COc2ccccc2)n[nH]c1=S
  Polio RdRp inh = 104.0; Polio RdRp inh FP z-score = 0.2

> COc1cc(S(=O)(=O)Nc2ccccn2)ccc1Cl
  Polio RdRp inh = 105.0; Polio RdRp inh FP z-score = 0.8

> CC1CCCN(C(=O)C(C)Nc2cc(Cl)ccc2N2CCOCC2)C1 (stereo unspecified)
  Polio RdRp inh = 108.0; Polio RdRp inh FP z-score = 0.6

# This is a subset; the hit share may differ from the screen's.
